# Screening results deposited in PubChem BioAssay by National Center for Advancing Translational Sciences (NCATS).
# uPA surface inh – cell surface uPA generation inhibition; cell surface uPA generation assay, qHTS; Potency, µM (top dose mostly 38.3 µM), inactives show top-dose activity change, negative = inhibition, actives largely listed as inhibitors; actives 0.31% (n = 330,000); AID 540303; active = well fitted inhibition curve with a large enough effect; inconclusive = small, poorly fitted or top-dose-only effect; inactive = no such curve, though single readings can be large or run the other way; tested in mouse RAW 264.7 cells; also: potency is read from the fitted curve at half-maximal effect; % is scaled to controls: 0 for no effect and ±100 for the full control effect; nearly all actives have a fitted effect of over 55% in size
# NPC1 prom act – activators of NPC1 promoter. Huh7 NPC1 promoter luciferase reporter, 24 h. Potency, µM (doses to about 9.22 µM), without a hit: at the top dose activation, usual class: activators. AID 485313. actives 2.4% (n = 320,000);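 also: potency is read from the fitted curve at half-maximal effect; % of control where 0% means no effect; nearly all actives have a fitted effect of over 60% in size; reporter is driven by a mutant NPC1 promoter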
#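 Stably transfected Huh7 (NPC1 promoter→luciferase), 1500 cells/well in Opti-MEM + 10% FBS, 2 h settle, then compound 24 h at 37 °C. Luminescence after 10 min with Amplite reagent.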
# FLuc modulator – firefly luciferase modulation, counter-screen for miR-21 project; P08659; purified FLuc, Km substrates, luminescence inhibition; Potency, µM (titrated, usually from 57.5 µM), for inactives: at the highest dose activity change, negative = inhibition, usual class: inhibitors; actives 6.9% (n = 360,000); AID 588342;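 also: potency is read from the fitted curve at half-maximal effect; plate controls were vehicle for no effect and reference inhibitor for full effect; nearly all actives have a fitted effect of over 55% in size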
#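 Biochemical qHTS of compounds, final roughly 60 µM downward over six points, against 10 nM purified firefly luciferase using Km concentrations of substrates (10 uM D-luciferin, 10 uM ATP) in Tris acetate pH 7.5 buffer; luminescence output.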
# Giardia killer – kills Giardia lamblia | Giardia lamblia trophozoite viability | actives 0.15% (n = 340,000) | activity change, % at 7.66 µM, hits read low | AID 540267; in the data active = activity change below about -80%; inconclusive = between about -30% and that limit;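 also: parasites exposed to compound for two days anaerobically before the ATP read; % is scaled to controls: 0 for no effect and ±100 for the full control effect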
#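 Giardia lamblia trophozoites (100 cells/well) were incubated with compounds for 48 h at 37 deg C under anaerobic conditions. Viability was read as ATP content by one-step luminescence after 15-30 min at room temperature.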
# Rab9 prom act – activates the Rab9 promoter; actives 2.8% (n = 320,000); Potency, µM (top dose mostly 9.22 µM), for the others: at the top dose activation, negative = inhibition, most hits filed as activators; Huh7 Rab9 promoter-luciferase reporter, luminescence, 24 h; also: potency is read from the fitted curve at half-maximal effect; % of control where 0% means no effect; nearly all actives have a fitted effect of over 60% in size
#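 Huh7 cells stably carrying Rab9 promoter–luciferase reporter, plated 1500 cells/well, compound added after 2 h and incubated 24 h at 37 °C; luciferase luminescence then read after 10 min with detection reagent.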
# Coupling enz – coupling enzyme interference in Giardia aldolase counter-screen | coupling enzyme system counterscreen, AmpLite Red fluorescence | activity change, negative = inhibition, % at 58.2 µM, hits read low | actives 0.67% (n = 290,000) | AID 2472; in the data active = activity change below about -30%; also: % is scaled to controls: 0 for no effect and ±100 for the full control effect
#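 Compounds tested against the coupling enzymes alone at 57.5 uM final; readout was AmpLite Red fluorescence (525/598 nm) after 20 min at RT.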
# Tb PFK block – T. brucei PFK enzyme inhibition; O15648; T. brucei PFK, ADP-Glo luminescence; Potency, µM (top dose mostly 57.5 µM), for inactives: top-dose activity, negative = inhibition, hits mostly inhibitors; actives 0.17% (n = 330,000);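 also: potency is read from the fitted curve at half-maximal effect; 0% = uninhibited 1x PFK enzyme wells and -100% = no-enzyme wells; nearly all actives have a fitted effect of over 60% in size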
# Target sequence (O15648 whole entry, looked up): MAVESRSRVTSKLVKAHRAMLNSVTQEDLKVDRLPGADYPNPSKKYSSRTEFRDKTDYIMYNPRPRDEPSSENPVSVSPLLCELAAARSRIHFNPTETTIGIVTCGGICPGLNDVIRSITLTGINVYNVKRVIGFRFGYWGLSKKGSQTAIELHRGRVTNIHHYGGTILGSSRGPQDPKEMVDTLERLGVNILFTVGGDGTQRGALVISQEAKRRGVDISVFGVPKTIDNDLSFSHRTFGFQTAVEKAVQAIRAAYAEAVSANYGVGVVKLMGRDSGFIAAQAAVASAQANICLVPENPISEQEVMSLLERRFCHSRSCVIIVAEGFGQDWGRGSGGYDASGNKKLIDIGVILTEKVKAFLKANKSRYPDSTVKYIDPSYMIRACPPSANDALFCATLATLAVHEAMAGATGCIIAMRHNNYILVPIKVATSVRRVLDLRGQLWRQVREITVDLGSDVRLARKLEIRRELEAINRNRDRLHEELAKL
#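 PFK 1.25 nM, F6P 0.5 mM, ATP 0.1 mM, 0.1 M TEA pH 8.0, 5 mM MgCl2, 0.01% Tween20, 0.1% BSA; 45 min RT. ADP-Glo readout. qHTS titration up to 57 uM; curves fitted, compounds curve-classed.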
# KCNH2 3.1 block – blocks the human KCNH2 3.1 channel isoform. U2OS KCNH2 3.1, thallium flux FluxOr; hits give low values. activity change, % (tested at about 1.8 µM). actives 0.95% (n = 340,000). AID 720553;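 active = maximum activity change below -70%; inconclusive = maximum activity change from -70% to -50%; inactive = maximum activity change above -50%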;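 also: thallium influx rate constant from kinetic fluorescence after stimulation buffer; % is scaled to controls: 0 for no effect and ±100 for the full control effect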
#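 Normalized rate constant (relative to positive and negative DMSO controls) derived from a 2 min kinetic fluorescence read after stimulation; U2OS cells expressing the 3.1 isoform via virus at 1.77 x 10^8 /mL.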
# Gal4-VP16 FLuc – counter-screen for ROR gamma inhibitors: Gal4-VP16 reporter | Drosophila S2 Gal4-VP16 UAS-luciferase, luminescence, 20 h | Potency, µM (series often up to 53.6 µM), for the others: top-dose activity, negative = inhibition, most hits filed as inhibitors | actives 3.5% (n = 310,000) | AID 2546;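 also: Gal4-VP16 expression switched on by copper sulfate through the metallothionein promoter; potency is read from the fitted curve at half-maximal effect; % is scaled to controls: 0 for no effect and ±100 for the full control effect; nearly all actives have a fitted effect of over 50% in size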
# ELG1 genotox – genotoxicity induction in ELG1-luciferase HEK293T cells; HEK293T ELG1-luciferase reporter, luminescence, 16 h; Potency, µM (top dose mostly 46 µM), inactives show at the highest dose activity change, positive = activation, hits mostly activators; actives 1.3% (n = 330,000); also: potency is read from the fitted curve at half-maximal effect; % of control where 0% means no effect; nearly all actives have a fitted effect of over 60% in size
#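 Screening used a luciferase reporter fused to human ELG1 in HEK293T cells. Luminescence was read on a CCD plate imager after 16 hr exposure and 30 min ONE-Glo incubation.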
# RORg inh – inhibitors of mouse ROR gamma transcriptional activity; Drosophila S2 Gal4-RORgamma UAS-luciferase reporter, 20 h; actives 5.4% (n = 310,000); Potency, µM (highest dose often 53.6 µM), for the others: top-dose activity change, negative = inhibition, usual class: inhibitors; also: potency is read from the fitted curve at half-maximal effect; % is scaled to controls: 0 for no effect and ±100 for the full control effect; nearly all actives have a fitted effect of over 60% in size
# Target sequence (P51450 whole entry, looked up, the tested form may be a part): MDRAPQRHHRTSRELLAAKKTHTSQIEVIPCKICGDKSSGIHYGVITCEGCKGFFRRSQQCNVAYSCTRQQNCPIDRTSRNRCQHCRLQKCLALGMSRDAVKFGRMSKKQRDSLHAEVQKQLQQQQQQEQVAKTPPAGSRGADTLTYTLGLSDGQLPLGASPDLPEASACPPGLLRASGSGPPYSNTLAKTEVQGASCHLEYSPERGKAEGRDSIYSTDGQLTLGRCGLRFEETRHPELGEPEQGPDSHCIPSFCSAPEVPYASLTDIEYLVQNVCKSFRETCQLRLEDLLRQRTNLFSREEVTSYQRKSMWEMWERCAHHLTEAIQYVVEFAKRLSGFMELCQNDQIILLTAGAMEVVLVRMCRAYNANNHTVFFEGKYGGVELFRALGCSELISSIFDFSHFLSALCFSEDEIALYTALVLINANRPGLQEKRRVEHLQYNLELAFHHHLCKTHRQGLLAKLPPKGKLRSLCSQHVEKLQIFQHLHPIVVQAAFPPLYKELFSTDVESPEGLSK
#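 Read-out: Photinus luciferase luminescence; inhibitors lower reporter signal. Insect Schneider cells with Gal4-ROR gamma fusion under metallothionein promoter, UAS reporter; 700 uM final copper sulfate induction, 20 hr, ambient temperature.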
# * hit, by the source's call; u = inconclusive; x = not tested or not shown; & = joins results of further samples; [ ] = dose if it differs, or a comment. Unless noted, calls follow the shape of the dose curve; as a rule, active = well fitted curve in the direction sought with a large enough effect; inconclusive = small, poorly fitted or top-dose-only effect, or another doubt; inactive = no such curve, though single readings can be large; an effect the other way counts as inactive or inconclusive.
# The opening two records as a preview:
SMILES,uPA surface inh,NPC1 prom act,FLuc modulator,Giardia killer,Rab9 prom act,Coupling enz,Tb PFK block,KCNH2 3.1 block,Gal4-VP16 FLuc,ELG1 genotox,RORg inh
COC(=O)c1sc2nc(C)cc(-c3ccccc3)c2c1N,0%,1%,2%,-18,-1%,-1,1%,21,0%,4%,-9%
CCC(C(=O)NC1CCCC1)N(C(=O)Cn1nnc(-c2ccc(C)o2)n1)c1ccc(F)cc1 (centres undefined),-3%,1%,0%,-19,0%,2,-2%,-9,u,5%,-37%

# This part in full, from the first entry:
SMILES,uPA surface inh,NPC1 prom act,FLuc modulator,Giardia killer,Rab9 prom act,Coupling enz,Tb PFK block,KCNH2 3.1 block,Gal4-VP16 FLuc,ELG1 genotox,RORg inh
COC(=O)c1sc2nc(C)cc(-c3ccccc3)c2c1N,0%,1%,2%,-18,-1%,-1,1%,21,0%,4%,-9%
CCC(C(=O)NC1CCCC1)N(C(=O)Cn1nnc(-c2ccc(C)o2)n1)c1ccc(F)cc1 (centres undefined),-3%,1%,0%,-19,0%,2,-2%,-9,u,5%,-37%
Cc1ccc(CN(C)CC(=O)Nc2cccc([N+](=O)[O-])c2)o1,3%,-5%,-1%,-2,13%,1,-4%,-39,-15%,4%,10%
COc1cccc(C2CC(c3cccs3)=NN2C(=O)CSc2nc3c(cnn3-c3ccc(F)cc3)c(=O)[nH]2)c1OC (centres undefined),7%,-1%,10%,30,-1%,-2,-5%,-2,u,-4%,u
COc1ccc(N2C(=O)CC(Cc3ccc(Br)cc3)C2=O)cc1 (centres undefined),23%,-3%,0%,19,0%,0,0%,-2,4%,-6%,u
CC(C)(C)N/C=C(\C#N)S(=O)(=O)c1ccc(Br)cc1,-3%,-2%,-1%,-11,-6%,-6,4%,-5,-10%,-3%,15%
CC1(C)CC(=O)C=C(NCc2ccccc2)C1,-2%,4%,-2%,16,4%,-1,-1%,5,-4%,1%,3%
Cc1nc(NNC(=O)c2ccc(Cl)cc2Cl)cc(-c2ccccc2)n1,-3%,1%,-1%,6,10%,0,-4%,-14,-26%,1%,u
CCC(=O)N(Cc1ccco1)Cc1cc2cc3c(cc2[nH]c1=O)OCO3,-3%,-2%,0%,6,0%,4,-4%,-3,0%,0%,12%
CCCNC(=O)c1nc(C)c(C)nc1C(=O)Nc1cccc(Cl)c1,-1%,-5%,-1%,5,3%,3,0%,11,0%,-1%,-7%
CCc1cc2c(=O)c(-c3nc4ccccc4n3C)coc2c(CN2CCN(C)CC2)c1O,0%,1%,17%,-2,-3%,3,u,8,7%,-5%,1%
Cc1nn(C(C)C(=O)NC2CCCCC2)c(=O)c2nn(-c3ccccc3)c(C)c12 (centres undefined),1%,0%,4%,4,-2%,x,-5%,-9,6%,3%,-2%
Cc1cccc(/C=N/c2sc3c(c2C#N)CCN(Cc2ccccc2)C3)c1O,-11%,-4%,3%,16,-5%,2,-1%,-4,u,2%,22%
Cc1cc2cc(CNC(=S)NCc3ccccc3)ccc2n1C,0%,-1%,-6%,-20,-2%,-3,-3%,2,u,x,18µM*
Cc1csc(N2CCN(c3cc4c(cc3Cl)nc(-c3ccncc3)n4CCCN3CCCC3)CC2)n1,-30%,-8%,-2%,10,2%,1,0%,-26,-8%,-1%,0%
O=[N+]([O-])c1ccc(N2CCCC2)cc1NC1CC1,-3%,-3%,2%,-9,-1%,-1,0%,-15,-4%,1%,36%
O=C1c2ccccc2C(=O)N1Nc1ccc([N+](=O)[O-])cc1[N+](=O)[O-],-6%,-2%,0%,-1,-2%,-1,1%,14,-9%,4%,1%[1.91 µM]
O=[N+]([O-])c1ccc(Oc2ccc(C(F)(F)F)cn2)cc1,2%,-8%,4%,-4,u,-2,0%,12,9%,-3%,13%
COc1ccc(C2CCCN2C(=S)Nc2ccc(C)cc2Cl)cc1OC (centres undefined),-10%,2%,-6%,4,-3%,1,-3%,-5,0%,1%,u
S=C(NCCCN1CCOCC1)N1CCOCC1,3%,-4%,1%,46[activator],-10%,2,0%,0,1%,0%,3%
Cc1ccc(C)c(S(=O)(=O)N2CCN(C(=O)c3cncc(Br)c3)CC2)c1,8%,0%,4%,17,0%,0,1%,0,-6%,-2%,23%
CCN(CC(=O)Nc1cc(Cl)ccc1C)C(=O)c1cc([N+](=O)[O-])ccc1N1CCOCC1,9%,-3%,-3%,6,-3%,x,5%,6,x,-1%,x
Cc1ccc(C(=O)N2CCN(Cc3ccc4c(c3)OCO4)CC2)cc1C,-16%,-1%,0%,12,1%,2,0%,-37,-5%,-4%,u
O=C(O)c1cc2ccccc2c(N=Nc2cccnc2)c1O,-3%,1%,u,-82*,5%,12,1%,-2,-6%,-6%,u
CCOc1cc(C(=O)NN2CCOCC2)cc(OCC)c1OCC,17%,-2%,3%,22,0%,1,2%,11,-3%,0%,-10%
CCCCOc1ccc(C(=O)Nc2ccc(S(=O)(=O)Nc3cc(C)on3)cc2)cc1OC,6%,7%,-6%,-2,-1%,4,3%,5,-12%,-1%,25%
COCCn1cnnc1SCC(=O)Nc1sc2c(c1C#N)CCC2,1%,-1%,x,7,-6%,x,-4%,5,x,1%,x
COc1ccc(OCC(=O)Nc2cc3c(cc2C(=O)O)OCCCO3)cc1,1%,-3%,-6%,1,-4%,10,5%,-10,4%,-1%,23%
COC(=O)c1ccc(C)c(NC(=O)CCCN2C(=O)CN(C)C2=O)c1,-2%,x,x,17,x,x,-1%,17,x,0%,x
CCOc1cc2c(cc1OCC)C(c1ccccc1)N(c1ccccc1)C(=O)C2 (centres undefined),-5%,-8%,5%,-3,-4%,-2,-3%,-1,-2%,-5%,25%
O=c1c(-c2ccc(Br)cc2)coc2c(CN3CCCCC3)c(O)ccc12,7%,1%,-2%,1,-1%,-1,0%,-3,-6%,3%,-18%
O=C(NC1CCCCC1)C1CCN(S(=O)(=O)c2cccc3nsnc23)CC1,5%,-1%,-3%,1,4%,4,0%,2,-14%,2%,0%
O=C1Cc2cc(S(=O)(=O)Nc3ccc(F)cc3Cl)ccc2N1,1%,0%,0%,-11,1%,x,0%,-11,x,-4%,x
O=C(CSc1ccccn1)Nc1ccc(Cl)c([N+](=O)[O-])c1,0%,-7%,u,-2,2%,-2,-21%,-1,14%,1%,6%
Cc1ccc(-c2csc3ncnc(OCC(=O)NC(=O)NCc4ccco4)c23)cc1,-15%,2%,-8%,19,0%,2,2%,3,-3%,-7%,u
CCOC(=O)c1nnn(-c2nc(OC)nc(N3CCCCC3)n2)c1-c1ccccc1,x,2%,-1%,x,0%,2,6%,x,-21%,-8%,38%
O=C(CNC(=O)c1ccccc1F)NC1CC1,1%,-3%,2%,-7,1%,2,-1%,-2,1%,0%,u
CCOc1cc(/C=C(\C#N)c2nc(-c3cccs3)c(NC(C)=O)s2)ccc1O,-20%,-16%,u,-23,-11%,-1,7%,-10,u,-1%,u
Cc1cccc(NC(=S)NCCO)c1C,1%,0%,1%,-11,0%,1,-3%,15,-5%,-2%,-16%
Cc1sc(-n2c(C)cc(/C=C3\SC(=S)NC3=O)c2C)c(C#N)c1C,-12%,-1%,13µM*,-2,u,3,-5%,11,u,1%,u
Cc1cc(C)cc(-n2c(C)cc(/C=N/NC(=O)c3cccc([N+](=O)[O-])c3C)c2C)c1,-8%,-3%,5%,-10,-1%,-11,5%,-9,4.5µM*,-1%,2.8µM*
O=C(COc1ccccc1)N1CCN(C(=O)COc2ccccc2)CC1,1%,1%,-1%,1,-6%,1,-4%,-3,-2%,1%,0%
COc1ccc(CNC(=O)C2CCCN(c3nn4c(=O)cc(C)nc4s3)C2)cc1 (centres undefined),4%,1%,-2%,-3,-8%,x,-7%,-10,1%,3%,-8%
O=C(CSc1nnc(-c2ccc(F)cc2)o1)Nc1ccc(S(=O)(=O)N2CCCC2)cc1,-17%,6%,u,5,-4%,1,2%,-2,-7%,2%,4%
COc1ccc(OCc2cc(C(=O)NC(C)Cn3cncn3)no2)c(Cl)c1 (centres undefined),-20%,u,12µM*,0,u,x,-10%,-14,8%,u,37%
Cc1ccc(C)c(S(=O)(=O)N/N=C/c2ccc(F)cc2)c1,7%,-1%,u,2,1%,1,3%,0,-15%,0%,-15%
Cc1cc(C(=O)N/N=C/c2ccco2)n[nH]1,-5%,14%,-18%,-10,22%,-2,-4%,-3,-2%,14%,3%
O=C(NC1CCCC1)c1cc2c(ccc3ccccc32)o1,-7%,1.4µM*,6µM*,6,1µM*,-7,-1%,9,-30%,4.6µM*,-26%
CCCCNC(=O)C(c1ccc(OCC(=O)OC)c(C(=O)OC)c1)N(CCc1ccccc1)C(=O)CCCCCN1C(=O)NC(c2ccc(-c3ccccc3)cc2)C(C(=O)OCc2ccccc2)=C1C (centres undefined),x,-2%,0%,x,-18%,1&3,4%,x,-9%&-13%,1%,-3%&31%
